Bioassay records as filed in PubChem.
LMPTP inh = LMPTP (human) inhibition | recombinant LMPTP-A, OMFP fluorogenic substrate, fluorescence intensity | inhibition, % at 20 µM | 360,000 tested, 0.22% active;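 active = compounds that cut the enzyme signal by at least half of the control window in the single-dose screen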;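 note: plate controls were DMSO wells with enzyme plus substrate for no effect and substrate without enzyme for full effect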
Target sequence (P24666 whole entry, looked up): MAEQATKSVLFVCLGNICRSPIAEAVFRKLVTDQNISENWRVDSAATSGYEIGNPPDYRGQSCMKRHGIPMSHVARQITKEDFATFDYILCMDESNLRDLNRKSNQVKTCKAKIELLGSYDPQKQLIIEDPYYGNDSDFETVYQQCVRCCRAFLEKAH
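material = LMPTP-A | quantity = 0.625 nM enzyme | reagent = OMFP substrate, 400 µM final | buffer or medium = Bis-Tris pH 6.0, DTT, detergent | detection = endpoint fluorescence intensity from OMFP dephosphorylation | dosing = single 20 µM dose | read-out basis = % inhibition relative to no-enzyme and uninhibited control wells | control set = no-enzyme and uninhibited controls | timing = 50 min at room temperature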
Rpn11 inh = inhibitors of human proteasome Rpn11; O00487; human 26S proteasome, Ub4-pepOG fluorescence polarization; 20S core pre-blocked with epoxomicin; calls only at 20 µM; 360,000 tested, 0.59% active;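 active = inhibition at 20 µM, scaled to each plate's controls, above about 33%, limit read from the data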
Neddylation inh = inhibitors of human cullin neddylation; P61081+Q13564; TR-FRET cullin neddylation, biochemical; AID 651699; 360,000 tested, 0.58% active; calls only at 25 µM; in the data active = inhibition above about 36%
Scp1 inh = inhibitors of human Scp-1 phosphatase | Q9GZU7 | Recombinant Scp1, phosphopeptide, malachite green phosphate absorbance | inhibition, % at 20 µM | 340,000 tested, 0.88% active | AID 493091;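 active = inhibition above about 50% at 20 µM, limit read from the data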;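 note: plate controls were DMSO wells with enzyme for no effect and wells lacking enzyme for full effect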
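Incubation: 45 min enzyme reaction at room temperature / System: truncated SCP-1 phosphatase (76-261aa) / Reagent: Phospho 17-mer peptide substrate / Buffer or medium: Acidic Tris acetate buffer with magnesium and detergent / Signal: absorbance at 630 nm / Doses: one concentration, 20 µM, with 1.0% DMSO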
DNMT1 inh = inhibitors of human DNMT1 | DNMT1 molecular beacon, Hinp1I cleavage, fluorescence | inhibition (reported as % activation of signal), % at 10 µM | 360,000 tested, 0.83% active | AID 588458; in the data active = inhibition above about 50%
SUMO1-SIM PPI = SUMO1-SIM interaction modulation; 360,000 tested, 0.33% active; inhibition, % at 20 µM; P63165; SUMO1 binding to a labelled peptide, TR-FRET, 1 h; in the data active = inhibition above about 37%
Target sequence (P63165 whole entry, looked up): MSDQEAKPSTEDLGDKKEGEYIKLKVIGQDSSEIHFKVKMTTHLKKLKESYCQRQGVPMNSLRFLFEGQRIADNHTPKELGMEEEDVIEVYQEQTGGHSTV
NadD inh = NadD (S. aureus) enzyme inhibition; purified NadD enzyme, colorimetric absorbance read-out; inhibition, % at 20 µM; 360,000 tested, 0.78% active; AID 602399; in the data active = inhibition above about 26%; note: some compounds past the cut are filed as inactive
CSN deneddyl inh = inhibitors of human CSN-mediated cullin deneddylation; Purified CSN, SCF-Nedd8-OG deneddylation, fluorescence polarization; inhibition, % at 12.5 µM; 360,000 tested, 0.38% active;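 active = pattern-corrected inhibition above about 35%, with an unprinted fluorescence ratio check between 0.5 and 1.5, limit read from the data, passing the limit was not always enough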;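 note: 0% = enzyme with substrate and 100% = substrate without enzyme; some results filed as inactive read as strong as hits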
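assay system = purified human Csn5 enzyme expressed in HEK293T cells | amount = 0.24 nM enzyme | buffer or medium = Tris/NaCl/DTT buffer, pH 7.5 | reagent = 10 nM SCFSkp2-Nedd8OG | compound = one concentration, 12.5 µM, 0.25% DMSO | times = 90 min reaction at room temperature | signal = FP | read-out basis = % inhibition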
Rin1 Abl inh = blocks binding of human Rin1 to Abl; P00519+Q13671; TR-FRET Rin1/Abl binding, biochemical; inhibition, % at 7.35 µM; 360,000 tested, 0.4% active; AID 588664; in the data active = inhibition above about 5%, passing the limit was not always enough
STEP block = blocks human striatal-enriched tyrosine phosphatase; P54829; recombinant STEP, OMFP fluorogenic substrate, fluorescence; inhibition, % at 20 µM; 360,000 tested, 0.25% active;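 active = inhibition at 20 µM, scaled per plate between control wells, above about 37%, limit read from the data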;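 note: 0% = DMSO with enzyme and substrate and 100% = substrate only without enzyme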
Target sequence (P54829 whole entry, looked up): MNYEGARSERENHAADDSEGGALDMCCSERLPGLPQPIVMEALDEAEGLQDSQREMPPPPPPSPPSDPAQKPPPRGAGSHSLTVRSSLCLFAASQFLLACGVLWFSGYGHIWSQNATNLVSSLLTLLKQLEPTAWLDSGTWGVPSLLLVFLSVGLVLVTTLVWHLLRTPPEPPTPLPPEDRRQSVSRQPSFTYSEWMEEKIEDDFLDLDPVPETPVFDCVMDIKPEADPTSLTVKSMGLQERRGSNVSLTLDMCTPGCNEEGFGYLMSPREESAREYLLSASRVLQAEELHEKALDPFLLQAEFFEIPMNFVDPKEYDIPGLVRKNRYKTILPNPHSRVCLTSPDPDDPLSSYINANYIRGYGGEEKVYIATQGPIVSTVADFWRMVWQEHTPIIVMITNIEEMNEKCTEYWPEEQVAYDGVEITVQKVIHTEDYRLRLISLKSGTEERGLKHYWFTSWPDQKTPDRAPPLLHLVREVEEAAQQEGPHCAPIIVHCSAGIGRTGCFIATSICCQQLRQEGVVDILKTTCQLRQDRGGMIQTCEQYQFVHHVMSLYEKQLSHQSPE
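Material: STEP (striatal-enriched tyrosine phosphatase) enzyme, cell-free | Medium: 50 mM Bis-Tris pH 6.0 with 2.5 mM DTT and 0.005% Tween 20 | Read-out: Percent inhibition scaled to no-enzyme and uninhibited-enzyme controls, plate-pattern corrected | Signal: Fluorescence read at 480 nm ex / 540 nm em | Times: 20 min reaction, room temperature, in the dark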
* = called active by the depositor; i = inactive; x = not tested or not shown.

SMILES	LMPTP inh	Rpn11 inh	Neddylation inh	Scp1 inh	DNMT1 inh	SUMO1-SIM PPI	NadD inh	CSN deneddyl inh	Rin1 Abl inh	STEP block
Cc1[nH]c(=O)n(C(C)C)c(=O)c1Br	-1.6	i	i	6.0	1.9	5.1	1.2	4.5	1.3	-1.8
COc1ccc(Cl)cc1NC(=O)Cn1cccc1	-0.1	i	i	0.2	2.8	0.2	-4.5	0.8	-0.5	2.4
c1ccc(CSc2ncccn2)cc1	-1.1	i	i	-2.7	3.0	1.2	0.3	-1.8	-3.9	-1.6
Nc1cc(Cl)ccc1Oc1ccccc1	0.0	i	i	-6.2	-1.0	-3.3	-5.9	-0.7	-1.1	-3.3
CCN(Cc1ccccc1)C(=O)COC(=O)Cc1c[nH]c2ccccc12	0.1	i	i	-7.8	-1.6	4.0	-6.0	3.6	-1.6	5.0
CCc1nc2c(c(=O)c3ccccc3n2C)c(=O)n1-c1ccc(F)cc1	-0.8	i	i	-11.7	3.0	3.1	-8.2	-3.6	-0.7	0.3
COc1cccc(-c2noc(Cn3nc(C(=O)O)c4ccccc4c3=O)n2)c1	0.9	i	i	-8.1	-1.5	-8.9	-2.7	-2.1	1.2	1.6
COc1ccc(Br)cc1CN1CCN(C(=O)c2ccc(OC)c(OC)c2)CC1	-2.8	i	i	-2.5	1.0	1.0	2.5	-5.6	2.3	-2.5
COc1ccc(CNC(=O)Cn2c(=O)oc3ccccc32)cc1OC	-2.0	i	i	-12.7	0.3	-0.4	-17.8	-3.8	1.9	-6.2
O=C(Nc1ccnn1C1CCN(Cc2ccccc2OC(F)F)CC1)c1cccc(F)c1	-0.9	i	i	-5.7	-3.3	-2.8	3.9	-1.5	0.1	2.4
COc1ccc(/C(C)=N/N=C(\C)c2ccc(OC)cc2OC)c(OC)c1	0.1	i	i	-4.9	-0.5	-0.4	-2.9	-0.5	1.2	-0.9
CC(=O)N1CCN(C(=O)c2cc3c(s2)CCCC3)CC1	-0.1	i	i	-6.8	1.8	0.3	5.8	-5.3	0.7	-1.3
CC(OC(=O)c1cccnc1Cl)C(=O)Nc1ccc2c(c1)OCCO2 (centres undefined)	1.1	i	i	3.8	-1.7	1.1	-2.5	2.0	3.9	-0.3
CC(C)CCOc1ccc(C(=O)NNC(=O)CNC(=O)c2ccccc2F)cc1	-1.7	i	i	2.6	2.2	-0.7	-1.3	-0.9	1.6	-2.5
COc1ccc(OC(=O)N(C)C[C@@H]2OCc3cn(nn3)CCCC(=O)N([C@@H](C)CO)C[C@H]2C)cc1	-1.9	i	i	x	1.7	4.4	-0.4	-3.7	0.0	0.7
COc1cccc(C(=O)NCCS(=O)(=O)N2CCc3ccccc3C2)c1	-0.5	i	i	-8.6	-2.9	-0.7	-8.3	-3.5	1.0	2.0
O=C(O)c1ccccc1C(=O)NCCc1ccc(Cl)cc1	-1.1	i	i	-9.4	0.0	-1.9	3.8	3.0	1.5	1.3
COc1cc([N+](=O)[O-])ccc1NC(=O)C[n+]1ccccc1	-1.5	i	i	-1.0	1.3	-21.6	-4.5	2.0	0.2	1.3
CCOC(=O)c1ccc(NC(=O)CN2C(=O)C(CC)SC(CC)C2=O)cc1 (centres undefined)	0.1	i	i	-1.7	1.7	4.2	-5.9	2.7	0.9	4.1
O=C(Nc1cccc(S(=O)(=O)N2CCCC2)c1)c1ccc(Cl)nc1	0.3	i	i	1.9	-2.6	5.0	-3.1	-1.0	1.4	1.3
CS(=O)(=O)N(Cc1ccc(C(=O)NC2CCCC2)cc1)c1ccccc1	1.1	i	i	-5.7	1.0	-1.3	1.0	-3.5	2.2	-0.2
CCC(=O)NCC(c1ccco1)N1CCN(c2ccc(OC)cc2)CC1 (centres undefined)	-1.3	i	i	-5.8	1.1	1.4	0.2	-3.8	-2.7	-2.3
COc1ccc(OC)c(-c2cc(C(=O)Nc3c(C)nn(Cc4ccccc4C)c3C)no2)c1	6.3	i	i	2.2	-11.0	2.2	14.9	3.0	-1.7	4.4
Cc1ccc(C)c(N(C(=O)CS(=O)CC(=O)Nc2ccc3c(c2)OCO3)C(C)C(=O)NC2CCCC2)c1 (centres undefined)	0.5	i	i	6.2	-2.3	0.3	-3.1	1.8	1.6	6.7
O=P(O)(O)CCP(=O)(c1ccccc1)c1ccccc1	-1.6	i	i	-6.6	2.5	-1.4	2.6	3.3	-2.1	-0.9
Cc1cc(NS(=O)(=O)c2ccc(NC(=S)NC(=O)c3ccc(F)cc3)cc2)no1	3.2	i	i	-7.6	13.3	2.8	-2.7	1.9	1.9	3.3
COc1ccc(N2C(=O)CNC2=S)cc1	-1.8	i	i	-10.3	0.2	0.4	2.2	4.2	3.2	-1.0
Cc1cccn2c(=O)c3cc(C(=O)N4CC(C)CC(C)C4)sc3nc12 (centres undefined)	0.5	i	x	-5.3	1.0	-27.5	-1.2	-4.5	-1.7	5.1
N#Cc1cnn(-c2ccc([N+](=O)[O-])cc2[N+](=O)[O-])c1N	-1.5	i	i	x	-2.0	-43.3	-5.8	2.9	-2.9	-1.5
Nc1nccc(SCc2ccccc2)n1	-2.4	i	i	-10.4	0.3	4.0	-1.8	3.2	0.5	-3.8
COc1ccc(C(=O)Nc2cc(=O)[nH]c3ncnn23)cc1	-1.9	i	i	-11.7	1.5	6.5	-3.2	2.3	-1.0	-1.8
CCOC(=O)C(C)Sc1nc(-c2ccccc2)nc2ccccc12 (centres undefined)	1.8	i	i	-2.7	-4.4	-0.7	5.6	-1.8	-12.2	1.1
O=C1c2ccccc2C(O)(Cc2ccccc2)N1Cc1ccco1 (centres undefined)	-0.1	i	i	-5.2	-3.3	-2.1	-6.0	-1.1	-4.0	2.3
CCOC(=O)c1c(CN2CCN(CCO)CC2)n(-c2ccccc2)c2cc(Br)c(O)cc12	-43.3	i	i	-12.9	-4.8	8.7	-6.0	-4.2	-2.7	2.1
Cc1ccc(NC(=O)CN(C)C(=O)c2ccc(Cl)c(S(=O)(=O)NCc3ccco3)c2)cc1	-0.8	i	i	-4.6	3.4	0.2	-6.2	-1.8	3.6	-0.1
CC(C)(C)[C@H]1C=C(C(N)=O)O[C@@H](OCCCCO)C1	-1.0	i	i	-1.3	-6.4	-0.2	0.4	-1.9	2.8	-0.3
COc1ccc(CNC(=O)c2c(C)oc3c2C(=O)c2ccccc2C3=O)cc1	3.3	i	i	-4.5	8.4	-8.4	-0.8	6.5	0.3	4.4
COc1cccc(CNC(=O)c2cccnc2Sc2ccc(Cl)cc2)c1	0.7	i	i	0.4	-1.6	-0.3	3.1	-1.0	-7.7	0.9
COc1ccc(CCC(=O)N/N=C/c2ccc3c(c2)OCO3)cc1	-0.3	i	i	-0.4	-1.6	-9.0	-1.8	0.1	-1.7	-0.6
COc1ccc(NC(=O)/C=C/c2c(Cl)nc3ccccn23)cc1	1.0	i	i	-3.4	-2.3	-12.7	4.6	3.6	5.1	-2.6
O=C1CC(c2ccc(Cl)cc2)CC(O)=C1C=NCCO (centres undefined)	-2.1	i	i	-12.5	0.8	-3.1	-7.7	3.4	2.8	0.4
CCCCn1c(N)c(N(CC)C(=O)c2ccccc2C(F)(F)F)c(=O)[nH]c1=O	1.9	i	i	-3.0	1.9	0.2	0.9	2.2	2.8	-0.8
CCOC(=O)c1ccc2c(c1)nc(SCc1cn3ccsc3n1)n2CC	0.0	i	i	8.5	-2.7	0.8	3.0	-5.5	-0.2	3.1
O=C(O)COCC(=O)NC1CCN(Cc2ccccc2)CC1	-1.6	i	i	-9.8	1.5	-0.4	0.5	2.2	-2.3	-0.7
CC(=O)c1nn(-c2ccc(Cl)cc2)cc1C(=O)c1ccc(C)cc1	-0.2	i	i	5.3	10.2	2.9	-2.6	-1.0	-1.7	-1.7
COc1ccc(NS(=O)(=O)c2cc(NC(=O)COc3ccc(OC)cc3)ccc2N2CCOCC2)cc1	4.1	i	i	-6.1	-4.2	-0.5	-0.7	1.1	-3.3	2.1
CCC1CCCCN1CCCNC(=O)C1CC(=O)N(CCc2ccccc2)C1 (centres undefined)	-3.9	i	i	-8.6	1.5	-11.9	-7.4	-1.6	4.7	-5.0
CN1C(=O)/C(=C/c2cccc(Cl)c2)Sc2ccc(C(=O)N3CCOCC3)cc21	1.1	i	i	-6.9	2.9	-20.3	-13.4	-2.8	-1.0	2.8
CN(C(=O)CN(c1ccccc1)S(=O)(=O)c1ccc(F)cc1)C1CCS(=O)(=O)C1 (centres undefined)	-0.4	i	i	-1.7	-0.4	-4.4	0.7	-0.7	-1.3	-1.2
CCOC(=O)N1CCC(Nc2c(-c3ccccc3)c(=O)c2=O)CC1	-0.3	i	i	-4.6	-2.9	-14.8	-4.9	1.5	-4.1	2.3
O=C(NCCc1ccccc1)C(=O)Nc1ccc([N+](=O)[O-])cc1	-1.7	i	i	-1.7	4.6	-0.5	-0.4	6.3	0.1	1.0
Cc1cccc(N2C(=O)CC(Sc3nc(C)cc(C)n3)C2=O)c1 (centres undefined)	-0.3	i	i	-7.2	2.0	-1.0	7.4	0.4	-0.7	-1.7
COCCN1C(=O)N[C@@H](c2ccccc2)C(C(=O)OC)=C1C	-1.9	i	i	-2.3	3.3	0.5	-6.6	-4.3	-1.7	-1.8
O=C(NNS(=O)(=O)c1ccc(F)cc1)c1cnccn1	-1.3	i	i	-6.1	1.2	1.4	-5.0	3.3	3.6	-0.3

Compounds were not picked by outcome. About 3.8% of those tested had a hit in this group.
